CHRM4 agonist = agonists of human muscarinic M4 receptor (CHRM4); 360,000 tested, 0.14% active; P08173; activation, % at 3 µM; CHO-K1 hM4/Gqi5, Fluo-8 calcium fluorescence; vehicle 0%, full acetylcholine response 100%;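 active means activation above the run mean over all test wells plus 3 SD, cut at about 32% in these data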;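 further: peak over basal fluorescence ratio per well then scaled between controls; 0% = DMSO wells and 100% = acetylcholine at EC100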
Target sequence (P08173 whole entry, looked up): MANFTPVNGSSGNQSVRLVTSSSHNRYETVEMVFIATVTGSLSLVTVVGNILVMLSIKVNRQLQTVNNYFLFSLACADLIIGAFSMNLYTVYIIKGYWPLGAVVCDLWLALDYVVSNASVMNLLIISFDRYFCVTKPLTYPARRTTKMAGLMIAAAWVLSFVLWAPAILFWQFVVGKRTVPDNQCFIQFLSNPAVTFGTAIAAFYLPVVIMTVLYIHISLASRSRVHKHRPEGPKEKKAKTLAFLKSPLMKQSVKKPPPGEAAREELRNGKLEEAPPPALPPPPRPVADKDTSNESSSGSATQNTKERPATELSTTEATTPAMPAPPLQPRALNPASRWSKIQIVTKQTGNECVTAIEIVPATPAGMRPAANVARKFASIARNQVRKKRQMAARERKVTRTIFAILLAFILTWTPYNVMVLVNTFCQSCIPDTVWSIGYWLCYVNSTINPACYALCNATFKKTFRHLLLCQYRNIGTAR
CHO-K1 Ca antag = M1 antagonist counterscreen hit in parental CHO-K1 cells. ATP-induced calcium, Fluo-8 fluorescence. inhibition, % at 3 µM. 360,000 tested, 0.6% active. AID 602250;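 active means inhibition above a per-plate cutoff, the plate's mean sample inhibition plus 3 SD, cut at about 24% in these data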;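 further: 0% = DMSO plus EC80 ATP and 100% = DMSO alone without ATP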
CHRM4 antagonist = antagonists of human muscarinic M4 receptor (CHRM4); P08173; CHO-hM4 cells, ACh EC80, Fluo-8 calcium fluorescence; inhibition, % at 3 µM; 360,000 tested, 0.73% active; AID 624125;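 active means inhibition above its plate's cutoff, the mean inhibition of sample wells plus 3 SD, cut at about 27% in these data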;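 further: 0% = acetylcholine EC80 with DMSO and 100% = DMSO without agonist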
CHRM4 PAM = CHRM4 positive allosteric modulation; CHO-K1 hM4/Gqi5, Fluo-8 calcium fluorescence, ACh EC20; 0% = ACh EC20, 100% = maximal ACh; 360,000 tested, 0.4% active; activation, % at 3 µM;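 active means activation above its plate's cutoff, the mean activation of sample wells plus 3 SD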; further: some results filed as inactive read as strong as hits
M1 PAM parental = M1 PAM counterscreen hit in parental CHO-K1 cells. ATP EC20, Fluo-8 calcium fluorescence; 0% at ATP EC20, 100% at ATP max. activation, % at 3 µM. 360,000 tested, 0.02% active;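 active means activation above the run cutoff, the mean activation of all test compounds plus 3 SD, cut at about 40% in these data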;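 further: peak over basal fluorescence ratio in a 140 s read after ATP addition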
CHRM5 PAM = positive allosteric modulators of human muscarinic M5 receptor; P08912; CHO-K1 hM5, Fluo-8 calcium, ACh EC20 PAM; 0% = ACh EC20, 100% = ACh EC100; activation, % at 3 µM; 360,000 tested, 0.3% active; AID 624038;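 active means activation above the run cutoff, the mean activation of all test compounds plus 3 SD, cut at about 18% in these data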
Target sequence (P08912 whole entry, looked up): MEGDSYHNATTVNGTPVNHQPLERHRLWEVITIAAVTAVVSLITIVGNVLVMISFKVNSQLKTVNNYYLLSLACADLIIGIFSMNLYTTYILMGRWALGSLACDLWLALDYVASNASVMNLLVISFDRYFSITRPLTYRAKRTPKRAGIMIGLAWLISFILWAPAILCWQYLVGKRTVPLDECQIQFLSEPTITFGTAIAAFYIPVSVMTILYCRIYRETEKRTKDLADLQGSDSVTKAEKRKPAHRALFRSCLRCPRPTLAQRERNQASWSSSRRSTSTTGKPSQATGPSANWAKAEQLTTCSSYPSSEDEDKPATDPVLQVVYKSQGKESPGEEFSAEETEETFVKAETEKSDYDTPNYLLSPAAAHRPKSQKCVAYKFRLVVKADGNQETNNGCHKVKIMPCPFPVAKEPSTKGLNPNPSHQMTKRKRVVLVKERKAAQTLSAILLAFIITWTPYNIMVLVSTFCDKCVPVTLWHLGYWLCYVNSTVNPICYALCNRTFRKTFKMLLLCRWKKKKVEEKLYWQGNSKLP
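Replicates: One well per compound, no replicates | System: Human M5 receptor in CHO-K1 cells | Benchmarks: Low control EC20 acetylcholine (0%), high control EC100 acetylcholine (100%) | Probe or stimulus: Acetylcholine, EC20 level | Times: Fluo-8 loading 80 min at 37 °C plus 30 min room temperature | Signal: Intracellular calcium via Fluo-8 fluorescence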
CHO-K1 Ca ag = counter-screen for M1 agonists: effect in parental CHO-K1 cells; Fluo-8 calcium fluorescence; scaled to maximal ATP response, vehicle zero; activation, % at 3 µM; 360,000 tested, 0.48% active; in the data active means activation above about 15%;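 further: untransfected CHO-K1 host cells lacking M1 receptor as counterscreen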
CHRM5 antagonist = CHRM5 antagonism in calcium assay; P08912; CHO-hM5 cells, Fluo-8 calcium fluorescence, ACh EC80; inhibition, % at 3 µM; 360,000 tested, 0.59% active; AID 624040;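 active means inhibition above a per-plate cutoff, the mean of that plate's test compounds plus 3 SD, cut at about 27% in these data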;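 further: 0% = acetylcholine EC80 with DMSO and 100% = DMSO without agonist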
M5 ag = CHRM5 agonism in calcium assay; P08912; CHO-K1 hM5 cells, Fluo-8 calcium fluorescence; 0% DMSO wells, 100% maximal acetylcholine response; activation, % at 3 µM; 360,000 tested, 0.19% active;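 active means activation above the run's mean over test compounds plus 3 SD, cut at about 23% in these data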;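 further: signal is peak over basal fluorescence ratio across the kinetic read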
Starred values were filed as active, the others as inactive; & = joins results of further samples.

cpd	SMILES	M1 PAM parental	CHRM4 agonist	CHRM4 PAM	CHRM4 antagonist	CHRM5 antagonist	M5 ag	CHO-K1 Ca antag	CHO-K1 Ca ag	CHRM5 PAM
1	CC[C@H]1C/C=C\Cc2ccccc2[C@@H](C(=O)C[C@@H](O)CC(C)=O)OC1=O	-8	1	0	-9	-14	0	4	-0.1	0
2	COc1cccc(OC)c1C(=O)OCC(=O)NCc1ccco1	-17	1	2	4	2	1	-5	-0.4	0
3	Cc1ccc(NC(=O)C2CC(=O)N(c3ccccc3Cl)C2)cc1S(=O)(=O)N1CCOCC1 (centres undefined)	-4	3	14	-14	-5	0	-12	0.0	3
4	COc1ccc(C(=O)O/N=C(\N)Cc2ccc(Cl)c(Cl)c2)cc1OC	-11	2	-7	6	-4	-7	4	1.1	-1
5	O=C(NNC(=S)Nc1ccccc1)c1ccc2ncccc2c1	7	1	-6	-1	11	1	-10	1.2	0
6	COc1ccc(C/C(N)=N/OC(=O)COc2ccccc2C)cc1	11	-2	7	-3	-8	-3	-5	0.2	5
7	CN1CCN(CCCc2c3c(cc4c2CCC4)CCC3)CC1	30	2	-10	4	0	-6	-8	6.2	1
8	CCOc1ncccc1C(=O)Nc1ccc(F)c(F)c1	16	0	3	-4	7	-2	-26	-0.2	4

New compounds follow
cpd	SMILES	M1 PAM parental	CHRM4 agonist	CHRM4 PAM	CHRM4 antagonist	CHRM5 antagonist	M5 ag	CHO-K1 Ca antag	CHO-K1 Ca ag	CHRM5 PAM
9	CC[C@@H]1C(c2ccc(F)cc2)=NN(c2ccc(Br)cc2)[C@H]1C(=O)N1CCOC1=O	3	1	-2	-19	0	0	1	-0.5	-5
10	COc1ccc(CS(=O)(=O)CC(C)(O)c2ccccc2Cl)cc1 (centres undefined)	-5	1	1	2	2	-2	-9	1.2	-1
11	O=C(NCc1cccs1)c1cc2c(s1)CCCC2	13	0	0	-4	9	-16	-13	0.6	8
12	CC(C)Cn1c(N2CCN(C(=O)c3cccs3)CC2)nc2ccccc21	13	7	-1	2	2	-1	-7	3.3	-1
13	C[C@H](CO)NC(=O)[C@@H]1C[C@H]1[C@@H](NP(=O)(c1ccccc1)c1ccccc1)c1ccccc1	-4	2	2	-7	15	-3	-4	0.2	-3
14	Cc1ccccc1SCC(=O)N1CCN(c2ccc(C(F)(F)F)cn2)CC1	-9	3	23	-2	7	2	12	0.2	-7
15	C[C@@H]1CN([C@@H](C)CO)C(=O)CCCn2nncc2CO[C@H]1CN(C)Cc1cccc(O)c1	16	0	6	-5	5	0	-8	0.6	-1
16	O=S(=O)(NCC1CCCO1)c1ccc(Cl)c(C(F)(F)F)c1 (centres undefined)	-3	1	-5	15	2	0	-9	0.8	0

Additional structures.
cpd	SMILES	M1 PAM parental	CHRM4 agonist	CHRM4 PAM	CHRM4 antagonist	CHRM5 antagonist	M5 ag	CHO-K1 Ca antag	CHO-K1 Ca ag	CHRM5 PAM
17	COC(=O)Cc1[nH]nc2c1C1(CCSCC1)C(C#N)=C(N)O2	-1	1	-2	0	1	1	-5	0.6	-1
18	O=C(COc1ccc(Br)cc1CO)N1CCCc2ccccc21	0	-1	2	4	11	2	-5	2.6	3
19	CCOc1ccc(NC(=O)C(C)N2C(=O)c3ccccc3C2=O)cc1 (centres undefined)	-27	2	1	3	2	-6	14	-0.7	-4
20	Oc1c(C(c2cccs2)N2CCN(c3ccccc3)CC2)sc2ncnn12 (centres undefined)	15	2	-1	-3	3	1	6	0.8	-4
21	CCOC(=O)c1ccc(-n2c(CN(CC)CC)nc3ccc([N+](=O)[O-])cc3c2=O)cc1	23	5	3	-11	13	-1	-19	3.7	-9
22	N#Cc1cccnc1N1CCN(C(=O)c2cccc3c2C(=O)c2ccc(-c4ccc(F)cc4OCc4ccccc4)cc2S3(=O)=O)CC1	1	1	8	2	15	2	-13	0.2	0
23	CC(=O)Nc1cccc(NC(=O)CSc2nnc3ccc(-c4ccccn4)nn23)c1	4	1	10	-15	9	-1	-3	0.3	-6
24	Cc1ccccc1-n1c(C)cc(/C=C(\C#N)C(=O)NCC2CCCO2)c1C (centres undefined)	23	1	1	-8	-2	-4	-10	1.9	0

Next section.
cpd	SMILES	M1 PAM parental	CHRM4 agonist	CHRM4 PAM	CHRM4 antagonist	CHRM5 antagonist	M5 ag	CHO-K1 Ca antag	CHO-K1 Ca ag	CHRM5 PAM
25	COc1cccc(NC(=O)C2CCCN2C(=O)OCc2ccccc2)c1 (centres undefined)	-2	1	-1	1	1	-4	12	3.9	-1
26	O=C(/C=C/c1ccc(S(=O)(=O)N2CCOCC2)cc1)Nc1ccc(F)c(F)c1F	6	10	2	4	6	-1	-6	5.3	-3
27	Cc1nnc(NC(=O)CCn2cnc3ccccc3c2=O)s1	10	1	3	-2	9	1	-6	0.4	4
28	CN(c1ccc(OCC(=O)NC2CCC(O)CC2)cc1)S(=O)(=O)c1ccc(Cl)cc1 (centres undefined)	10	4	6	-13	7	4	-9	0.8	14
29	CC(C)C(=O)N1CCN(c2ccc(NC(=O)c3ccc4c(c3)OCCO4)cc2Cl)CC1	-9	10	-1	-20	-15	6	4	1.8	4
30	CCN1CCN(Cc2nc3cc(NC(=O)COc4ccc([N+](=O)[O-])cc4)ccc3n2C)CC1	3	1	-7	4	10	-5	-20	0.0	-1
31	OCCNc1ncnc2c1ncn2[C@H]1CN(Cc2ccc(-c3ccccc3)cc2)C[C@@H](CO)O1	5	3	-4	-1	1	1	-9	1.4	-3
32	CN(C(=O)CSc1nnnn1-c1ccccc1)C1CCS(=O)(=O)C1 (centres undefined)	14	1	3	-5	4	2	-24	1.5	6

The list goes on.
cpd	SMILES	M1 PAM parental	CHRM4 agonist	CHRM4 PAM	CHRM4 antagonist	CHRM5 antagonist	M5 ag	CHO-K1 Ca antag	CHO-K1 Ca ag	CHRM5 PAM
33	COc1ccccc1N1CCN(CC(O)COc2cccc3ccccc23)CC1 (centres undefined)	12&18	8&5	-9&-2	17&-11	5&-2	2&1	-9&-14	5.3&3.8	-4&-3
34	CN1CCN(S(=O)(=O)c2ccc(C#N)cc2)C(c2ccccc2)C1 (centres undefined)	0	2	7	5	-4	2	-14	0.4	2
35	CCNc1cc2oc(=O)c(CN3CCOCC3)c(C)c2cc1C	11	0	3	12	-3	-2	5	0.2	-1
36	C[C@@H]1CCCCO[C@@H](CN(C)S(=O)(=O)c2ccc(Cl)cc2)[C@@H](C)CN([C@H](C)CO)C(=O)c2cc(N(C)C)ccc2O1	-5	0	18*	-22	1	-1	-4	-0.2	5
37	CCN(C(=O)COC(=O)c1n[nH]c2ccccc12)C1CCS(=O)(=O)C1 (centres undefined)	15	0	9	-5	4	-3	5	-0.2	-1
38	Cc1cccc(NC(=O)C2CCN(C(=O)c3ccc(Cl)cc3)CC2)n1	-6	3	-4	11	-2	5	9	3.0	5
39	N#Cc1ccc(NC(=O)CCc2nc3ccccc3s2)cc1	19	8	-4	-9	2	1	-2	5.8	-8
40	COc1cc(OC)cc(C(=O)N2CCC(C(=O)Nc3ccc4c(c3)OCCO4)CC2)c1	16	0	5	3	-5	-4	-5	-0.2	-3

(list continues)
cpd	SMILES	M1 PAM parental	CHRM4 agonist	CHRM4 PAM	CHRM4 antagonist	CHRM5 antagonist	M5 ag	CHO-K1 Ca antag	CHO-K1 Ca ag	CHRM5 PAM
41	CCCN(Cc1cc2cccc(C)c2[nH]c1=O)C(=O)c1cccc(OC)c1	0	9	14	-4	0	4	-1	2.1	-6
42	Cc1ccc([N+](=O)[O-])c(OCCCNCC(C)O)c1 (centres undefined)	16	1	-1	-1	7	1	-10	-0.1	5
43	COc1ccc(-n2nc(C(=O)NCC(=O)N3CCN(C)CC3)c3ccccc3c2=O)cc1	12	2	5	-8	6	-2	-15	2.1	-5
44	COc1cccc(C(=O)C2CCCN(C(=O)c3ccccn3)C2)c1 (centres undefined)	15	2	3	-3	-9	-2	-22	0.8	0
45	CC(Sc1nc(-c2ccc(F)cc2)cs1)C(=O)Nc1ccc(Cl)cn1 (centres undefined)	13	0	1	-13	1	0	-3	0.5	3
46	O=C(CCc1nc(-c2cccs2)no1)NCc1ccc(F)cc1Cl	17	3	0	2	3	0	-11	0.8	-7
47	COc1ccc(C(=O)OCC(=O)Nc2c(C)cccc2C)cc1	6	1	-2	11	15	0	-13	0.5	-3
48	CN(C)CCCN(C(=O)CCS(=O)(=O)c1ccccc1)c1nc2cc3c(cc2s1)OCO3	-10	3	3	-7	-7	-6	15	-0.4	1

Carrying on.
cpd	SMILES	M1 PAM parental	CHRM4 agonist	CHRM4 PAM	CHRM4 antagonist	CHRM5 antagonist	M5 ag	CHO-K1 Ca antag	CHO-K1 Ca ag	CHRM5 PAM
49	CN1CCN(c2ccc(NC(=O)c3ccc4c(c3)OCCO4)cc2)CC1	-16	0	-9	8	0	-1	18	2.4	-3
50	CCOc1ccc2nnc(-c3ccc(Br)cc3)n2n1	-8	0	-2	10	6	1	8	-0.1	-4
51	Cc1cc(-c2ccccc2)nc2oc(C(=O)NN)c(N)c12	14	2	-5	9	-2	1	-14	0.7	3
52	CCc1nc(SCC(=O)O)c2c3c(sc2n1)COC(C)(C)C3	18	1	4	-6	-1	-4	3	-0.2	4
53	O=C(O)Cc1cccc(=O)c(O)c1C(=O)O	11	1	3	-3	7	3	-4	0.2	9
54	CCOc1ccccc1N(CC(=O)Nc1ccccc1C(=O)N1CCCC1)S(C)(=O)=O	-3	2	0	0	1	-3	-5	0.4	2
55	COc1cc(C)nc(N2CCCC(C(=O)Nc3cccc(Cl)c3C)C2)n1 (centres undefined)	14	1	1	-1	-8	-6	-1	0.1	-5
56	CCOc1ccc(C2CC(c3ccccc3C)n3nc(N)nc3N2)cc1 (centres undefined)	13	2	1	-11	-4	1	-1	0.2	-5

Additional records:
cpd	SMILES	M1 PAM parental	CHRM4 agonist	CHRM4 PAM	CHRM4 antagonist	CHRM5 antagonist	M5 ag	CHO-K1 Ca antag	CHO-K1 Ca ag	CHRM5 PAM
57	COc1cc(OC)cc(C(=O)OCC(=O)NC(c2ccccc2)c2ccccc2)c1	15	1	3	5	2	1	-13	0.0	13
58	Cn1c(-c2sccc2OCc2ccccc2)n[nH]c1=S	8	2	4	-3	-3	-5	-8	0.7	-6
59	COCCN(CCOC)S(=O)(=O)c1ccc(C(=O)Nc2ccncc2)cc1	22	1	5	-2	4	0	-13	2.6	5
60	O=C(COc1ccccc1)N1CCN=C1SCc1ccccc1F	4	0	8	-4	5	-1	-13	0.5	9
61	COc1ccc(C2Nc3ccccc3C(=O)N2Cc2ccccc2)cc1 (centres undefined)	19	0	-3	6	3	-10	-9	0.9	0
62	COC(=O)c1ccccc1NC(=O)CN1CCN(Cc2ccccc2)CC1	9	5	1	0	5	-6	-13	1.8	-8
